TNF necrop inh: inhibitors of TNF-alpha triggered necroptosis, primary screen, cell-based, Jurkat FADD-/-, single concentration | Jurkat FADD-/- TNF necroptosis rescue, ATP luminescence, 24 h; 0 = TNF only, 100 = no-TNF cells | activation (protection from cell death), % at 10 µM | actives 0.068% (n = 220,000) | AID 463075, 2010;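 active = activation, meaning protection from cell death, of at least 50% relative to plate controls; inactive = activation below 50%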;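 note: necroptosis triggered by 40 ng/mL TNF-alpha added together with compound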
CHOP inhibitor: inhibitors of CHOP promoter induction, primary screen, cell-based, unfolded protein response, luciferase reporter; inhibition, % at 10 µM; actives 3.8% (n = 220,000); CHO-K1 CHOP-promoter luciferase, tunicamycin-induced, 15-18 h; AID 2732, 2010;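 active = compounds that reduced the stress-induced luciferase reporter signal by more than about 70% of percent inhibition, limit read from the data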;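 note: 0% = tunicamycin plus vehicle and 100% = wells without tunicamycin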
Wee1 degr inh: Wee1 degradation inhibitors, primary screen, cell-based, HeLa, Wee1K328M-luciferase, luminescence; HeLa Luc-Wee1K328M stability; 100% = proteasome inhibitor MG132 effect; reporter increase, % at 5 µM; Wee1-like protein kinase (Homo sapiens), P30291; actives 1.2% (n = 220,000);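 active = activation above the mean of all tested compounds plus 3 SD, set per screening run, cut at about 8.8% in these data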;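 note: cells exposed to compound for 20 h before luminescence read; 0% = DMSO alone and 100% = MG132 at 30 µM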
Target sequence (P30291 whole entry K328M): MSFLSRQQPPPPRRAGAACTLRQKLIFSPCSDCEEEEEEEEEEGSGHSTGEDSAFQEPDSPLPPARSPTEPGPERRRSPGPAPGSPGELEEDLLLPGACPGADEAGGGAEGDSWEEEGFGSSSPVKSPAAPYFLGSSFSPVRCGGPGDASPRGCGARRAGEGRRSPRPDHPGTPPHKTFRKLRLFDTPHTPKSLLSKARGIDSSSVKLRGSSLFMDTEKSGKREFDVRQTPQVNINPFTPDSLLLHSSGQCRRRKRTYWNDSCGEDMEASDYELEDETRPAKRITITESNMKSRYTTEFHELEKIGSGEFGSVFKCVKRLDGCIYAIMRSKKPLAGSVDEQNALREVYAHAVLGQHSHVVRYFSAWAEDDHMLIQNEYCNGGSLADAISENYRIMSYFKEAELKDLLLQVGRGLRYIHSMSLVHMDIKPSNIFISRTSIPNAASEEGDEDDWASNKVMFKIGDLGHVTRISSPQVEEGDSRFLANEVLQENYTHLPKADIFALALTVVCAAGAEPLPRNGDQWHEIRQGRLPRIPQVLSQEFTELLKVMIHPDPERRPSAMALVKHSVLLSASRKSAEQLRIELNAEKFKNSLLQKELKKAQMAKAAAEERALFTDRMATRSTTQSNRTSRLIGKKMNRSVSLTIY
FXIIa inh: human FXIIa protease inhibitors, primary screen, biochemical, 1536-well. actives 0.3% (n = 220,000). inhibition, % at 5 µM. AID 800, 2007. purified FXIIa, Boc-QGR-AMC fluorogenic substrate, 2 h; in the data active = inhibition above about 40%;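 note: 0% = enzyme with no compound and 100% = blank without enzyme; many of its hits are not listed in these tables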
zVAD death inh: inhibitors of zVAD-triggered necroptosis, primary screen, L929 cells; L929 zVAD necroptosis rescue, ATP luminescence, 24 h; with zVAD 60 µM; viability rescue, % at 10 µM; actives 0.38% (n = 220,000); AID 1377, 2008;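 active = activation, scaled between plate controls, above about 75%, limit read from the data; inactive = activation under that limit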;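 note: 0% = zVAD with DMSO and 100% = DMSO alone without zVAD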
EP2 antag: human EP2 receptor antagonists, primary screen, TR-FRET cAMP, C6 glioma cells | Prostaglandin E2 receptor EP2 subtype (Homo sapiens), P43116 | C6 glioma cells expressing human EP2; cells stimulated with saturating PGE2 | inhibition, % at 25 µM | actives 0.52% (n = 260,000);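 active = percent inhibition above 40 after rounding to a whole number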;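 note: rat C6 glioma host cells with rolipram phosphodiesterase inhibitor present; the protocol text gives 20 µM as final concentration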
Target sequence (P43116 whole entry, looked up): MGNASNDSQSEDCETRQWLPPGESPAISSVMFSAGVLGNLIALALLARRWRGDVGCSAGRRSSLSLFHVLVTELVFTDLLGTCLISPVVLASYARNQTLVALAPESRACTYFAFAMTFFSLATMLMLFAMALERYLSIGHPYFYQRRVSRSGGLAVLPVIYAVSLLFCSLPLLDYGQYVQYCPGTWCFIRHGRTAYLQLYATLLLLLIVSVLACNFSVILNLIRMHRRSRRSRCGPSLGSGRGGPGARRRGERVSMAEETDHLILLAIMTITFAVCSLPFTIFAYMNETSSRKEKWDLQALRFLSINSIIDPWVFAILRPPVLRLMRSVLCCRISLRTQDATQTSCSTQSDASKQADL
PPC-1+TRAIL kill: compounds killing PPC-1 cancer cells with TRAIL present, primary screen, TRAIL potentiator project, ATPLite luminescence, uHTS | PPC-1 cells + TRAIL, ATPLite viability luminescence | actives 0.41% (n = 220,000) | cell killing (% activity), % at 4 µM;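 active = cell killing above 50% in the first pass at 4 µM, then a duplicate retest at 5 µM averaging 50% or more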;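 note: plate controls were cells with TRAIL plus DMSO for no effect and medium-only wells lacking cells for full effect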
Tb hexokinase: Trypanosoma brucei hexokinase 1 inhibitors, primary screen, biochemical, G6PDH-coupled NADH absorbance, MLSCN library | AID 1430, 2008 | inhibition, % at 10 µM | recombinant TbHK1, G6PDH-coupled NADH A340 | actives 0.11% (n = 220,000);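 active = inhibition of 50% or more in the single-dose primary screen; inactive = inhibition below 50%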
FXIa inh 1536: human FXIa protease inhibitors, primary screen, biochemical, 1536-well; actives 0.14% (n = 220,000); AID 798, 2007; Coagulation factor XI (Homo sapiens), P03951; purified FXIa, Boc-Glu-Ala-Arg-AMC fluorogenic substrate; inhibition, % at 5 µM;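 active = inhibition of at least 40%; inactive = inhibition below 40%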;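 note: fluorescence of freed AMC excited at 355 nm; 0% = enzyme without compound and 100% = no enzyme blank; many of its hits are not listed in these tables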
Active calls of the source: *; . = not tested or not shown; & = joins results of further samples.

SMILES	TNF necrop inh	CHOP inhibitor	Wee1 degr inh	FXIIa inh	zVAD death inh	EP2 antag	PPC-1+TRAIL kill	Tb hexokinase	FXIa inh 1536
CC(=O)Nc1ccc(NC(=O)C(C)OC(=O)c2ccccc2NS(=O)(=O)c2cccs2)cc1 (stereo not given)	-0.7	-5.4	0.2	-3.9	0.7	7.0	-22.2	-6.0	-6.0
COc1ccc(-n2nnnc2SCC#CCO)cc1	-4.7	-35.8	5.3	16.3	0.6	4.0	26.4	-5.9	6.1
Cc1noc(C)c1CSc1nc2ccccc2[nH]1	-1.3	7.5	3.0	12.2	0.2	11.7	13.5	-10.5	9.7
O=C(CSc1nnc(-c2ccco2)o1)c1ccccc1Cl	1.0	-6.8	-2.5	8.9	0.6	6.9	-3.4	0.1	-2.8
COc1ccc(-c2nc3n(c2Br)CCC3)cc1	-0.4	4.8	2.7	13.1	1.9	16.8	15.8	5.9	-4.5
NC(=O)C1CCCN(C(=O)Nc2cccc3ccccc23)C1 (stereo not given)	-1.3	6.7	-2.1	16.0	-0.7	9.7	6.1	5.4	5.6
CCOC(=O)NC(=O)c1cn(Nc2ccccc2C(F)(F)F)c(=O)[nH]c1=O	-0.3	3.3	-0.4	2.3	-0.1	8.0	11.0	7.2	0.7
O=C(NCCc1ccccn1)c1cccc(S(=O)(=O)N2CCc3ccccc32)c1	2.8	21.6	-0.8	3.9	0.7	1.9	32.4	0.6	-5.2
Cc1ccccc1-c1noc(-c2ccccc2C(=O)N2CCCC2)n1	0.7	23.6	0.9	5.5	-0.5	11.7	-3.4	44.3	-7.5
COc1ccc(-n2nnnc2SCC(=O)Nc2nnc(C)s2)cc1	-0.1	14.7	-1.6	-4.2	1.0	4.1&9.5	-5.9	-6.5	1.2
CC(=O)N1Cc2ccccc2C(C)CC12CCCCC2 (stereo not given)	1.5	32.1	0.5	8.4	0.0	10.6	6.4	21.5	-1.1
CCn1cc(C(=O)N2CC(C)CC(C)C2)c(=O)c2cc(S(=O)(=O)N(C)C)ccc21 (stereo not given)	0.8	3.0	-2.8	6.1	-0.9	1.8	12.2	-18.9	1.9
Cc1cc(C)cc(NC(=O)CSc2nnc(-c3ccccc3)n2N)c1	0.3	39.7	1.7	14.9	0.6	10.3	29.3	-0.4	-2.6
CCn1nc(C(=O)OCC(=O)c2cc(C)n(Cc3cccs3)c2C)c2ccccc2c1=O	-1.4	-7.1	-1.3	12.3	-0.4	8.0	-2.0	-5.7	4.2
COc1ccccc1Nc1nc(N)nc(CSCCO)n1	-1.2	12.4	3.0	15.8	0.4	5.9	-0.1	6.7	4.0
CNC(=O)Cn1c(=O)n(C)c2ccccc21	-0.8	6.7	0.9	-7.3	0.1	15.4	13.7	1.5	0.3
CC1CCCCC1NC(=O)Cn1c(CN2CCCCC2)nc2ccccc2c1=O (stereo not given)	-3.3	-10.6	-2.0	0.8	-0.4	2.7	5.6	-2.8	-3.6
Cc1ccc2c(c1)N(CCC(=O)NCCCOC(C)C)C(=O)C(C)O2 (stereo not given)	-2.3	23.0	2.2	-1.0	0.2	9.8	18.3	6.7	-8.6
CCC/C(O)=C1\C(=O)CC(c2ccccc2)CC1=NCCc1c(C)[nH]c2ccc(C)cc12 (stereo not given)	1.6	30.9	0.8	9.0	.	6.8	8.1	4.0	10.7
CC(=O)NNc1cccc(Cl)n1	-1.2	-10.1	-1.7	17.3	-0.2	.	10.8	-3.3	-1.1
CCCCOc1cc(C)nc(NCc2ccccc2)n1	-1.4	68.4	4.3	24.9	-0.3	11.5	14.8	5.7	17.8
C/C(=N\NC(=S)NCCc1ccccc1)c1cccc(Br)c1	-0.5	1.4	-1.0	6.5	-0.2	1.9	14.3	-6.1	-1.5
COc1cc2ccccc2cc1C(=O)Nc1ccc(S(=O)(=O)Nc2cc(C)on2)cc1	-0.1	11.5	-1.9	8.5	0.1	5.0	-7.7	42.6	-2.3
O=c1cc(-c2ccc(F)cc2F)[nH]c2ccccc12	-0.1	-10.4	5.1	3.6	-0.2	20.1	13.1	-1.3	-3.4
CC1CN(CC(O)COc2ccc(C(=O)c3ccccc3)cc2)CC(C)O1 (stereo not given)	-3.1	38.5	-3.0	22.3	-0.5	9.8	-12.4	-2.2	1.1
SMILES	TNF necrop inh	CHOP inhibitor	Wee1 degr inh	FXIIa inh	zVAD death inh	EP2 antag	PPC-1+TRAIL kill	Tb hexokinase	FXIa inh 1536
COc1cc(NS(=O)(=O)c2ccc(Nc3nc(-c4ccccc4)cs3)cc2)nc(OC)n1	2.1	90.2*	0.4	9.3	0.7	11.0&22.8	5.7	5.9	3.8
COc1ccc(C(C)=O)cc1CSc1nc2ccccc2c(=O)n1-c1ccccc1	-0.4	36.1	-0.8	27.4	-0.4	7.0	7.9	-7.6	1.7
C#CCOCCOCCOCCNc1nc(N2CCN(C(=O)[C@H](CCCCN)n3cc([C@@H](N)C(C)CC)nn3)CC2)nc(N2CCN(C(=O)[C@H](Cc3cc4ccccc4[nH]3)n3cc([C@@H](N)CC(C)C)nn3)CC2)n1 (stereo not given in full)	-0.2	17.9	3.2	9.7	-0.3	.	1.8	-2.2	-0.1
Cc1ccc(/C=N/n2nnnc2N)o1	0.6	1.8	-3.0	21.2	1.4	3.6	-9.0	-51.1	4.4
CC(=O)n1cc([C@H]2C=C(C(=O)Nc3ccccc3)O[C@@H](OCc3ccc(CO)cc3)C2)c2ccccc21	0.2	17.1	1.3	6.0	5.5	6.2	21.1	-18.7	-1.5
Cc1ccc(N2C(=O)N(CC(=O)Nc3cc(C)cc(C)c3)C(=O)C2C)cc1 (stereo not given)	-0.3	48.7	7.9	11.9	24.6	5.7	-4.0	7.0	5.2
O=C(O)C1C2C=CC(C2)C1C(=O)Nc1ccc(C(=O)N2CCCCC2)c(Cl)c1 (stereo not given)	-1.3	-5.1	2.9	9.3	0.0	6.3	-1.2	-3.4	5.8
COc1ccccc1C(=O)C1Nc2ccccc2-c2nnc(SC)nc2O1 (stereo not given)	0.1	-22.0	2.1	19.1	-0.1	6.2	4.9	-11.2	9.1
Cc1nnc(SCC(=O)NC(=O)NC(C)(C)C)s1	1.5	10.5	4.2	6.3	2.8	5.4	22.3	-2.8	-0.9
Cc1ccc(C)c(SCC(=O)Nc2cccc(S(=O)(=O)NC3=NCCCCC3)c2)c1	0.8	7.0	-2.4	9.8	0.5	10.9	11.8	-0.3	8.1
CCOC(=O)C1CCN(C(=O)CCc2ccccc2)CC1	-0.7	-20.2	-1.8	-8.1	-0.1	9.6	-5.6	3.6	2.1
O=C(N/N=C/c1ccc(OCC(=O)N2CCCCC2)cc1)c1ccccc1O	0.4	1.6	-1.7	1.1	0.0	8.3	-0.9	-24.4	-10.6
C(=N\N=C\c1cccs1)/c1cccs1	-1.5	-3.4	-2.3	13.2	2.7	6.0	15.0	-56.5	11.2
Cc1ccc(-c2nnn(CC(=O)N(c3ccccc3)C(C(=O)NCC3CCCO3)c3ccc(F)cc3)n2)o1 (stereo not given)	0.6	4.4	4.3	-2.0	0.3	7.4	7.6	3.9	-5.7
Nc1nc(NCc2ccco2)nc(NC2CCCCC2)c1[N+](=O)[O-]	-2.7	-1.4	0.2	8.2	0.0	13.4	16.8	-38.7	0.9
COc1ccc(C2c3ccc4ccccc4c3Oc3ncn(CCN4CCOCC4)c(=N)c32)cc1 (stereo not given)	-6.6	13.7	0.8	9.4	2.5	20.1	9.7	-2.0	1.8
Cc1nnsc1C(=O)NNc1ccc(C(C)C)cc1	0.7	3.3	3.0	4.9	1.4	15.3	15.6	2.0	-5.0
O=C(N/N=C/c1cccnc1)c1ccccc1OCc1ccc(Br)cc1	-3.1	0.0	3.1	5.3	1.0	4.9	22.2	3.8	-1.8
O=C(NCCOc1ccccc1)C1CCCN1C(=O)c1cccs1 (stereo not given)	-6.0	-0.1	-2.2	-0.6	-0.4	9.8	.	-0.2	-7.6
CCn1cc(C(=O)Nc2ccc3c(c2)OCCO3)c2cc(OC)c(OC)cc2c1=O	-5.4	24.3	2.7	12.1	1.6	9.2	18.8	-16.9	2.7
Cc1ccc(N2CC(O)=C(c3nc4ccccc4c(=O)[nH]3)C2=N)cc1C	1.9	11.2	1.5	4.4	0.2	10.0&10.5	10.9	0.1	-1.3
CCOC(=O)CN(c1ccccn1)S(=O)(=O)c1ccc(OC)cc1	1.2	4.1	-1.9	6.9	0.3	0.7	-23.2	-8.7	-3.6
C=CCN=C1S/C(=C\c2ccc(Cl)cc2)C(=O)N1CC=C	5.0	-8.0	-2.7	12.7	14.4	10.2	10.6	-13.5	1.8
Cn1nc(-c2ccccc2)c(CN2CCN(c3ncccn3)CC2)c1Cl	-1.6	22.9	0.8	6.5	-0.4	5.8	4.8	3.2	1.2
O=C(C1=C[C@@H](C2CCCCC2)C[C@@H](OCCCCO)O1)N1CCN(Cc2ccccc2)CC1	1.2	12.8	-1.5	8.1	-0.5	2.2	2.8	-13.2	1.8

Ordered by value in CHOP inhibitor (descending): 3 of the compounds above.
| smiles | CHOP inhibitor | Wee1 degr inh | FXIIa inh | Tb hexokinase | FXIa inh 1536 |
| --- | --- | --- | --- | --- | --- |
| Cn1nc(-c2ccccc2)c(CN2CCN(c3ncccn3)CC2)c1Cl | 22.9 | 0.8 | 6.5 | 3.2 | 1.2 |
| O=C(C1=C[C@@H](C2CCCCC2)C[C@@H](OCCCCO)O1)N1CCN(Cc2ccccc2)CC1 | 12.8 | -1.5 | 8.1 | -13.2 | 1.8 |
| CC1CCCCC1NC(=O)Cn1c(CN2CCCCC2)nc2ccccc2c1=O (stereo not given) | -10.6 | -2.0 | 0.8 | -2.8 | -3.6 |

(listing goes on)
SMILES	TNF necrop inh	CHOP inhibitor	Wee1 degr inh	FXIIa inh	zVAD death inh	EP2 antag	PPC-1+TRAIL kill	Tb hexokinase	FXIa inh 1536
COc1cccc(-c2csc(N3CCN(C(=S)Nc4ccccc4Cl)CC3)n2)c1	-11.1	15.4	0.1	-0.3	0.1	10.6	5.1	-12.0	-5.5
CN(C)C(=O)/C(C#N)=C\c1cc(Br)c(Sc2ccc(Cl)cc2)o1	-0.5	79.7*	-1.1	0.9	1.4	7.2	3.5	-4.5	-13.2
COC(=O)c1cccc(NC(=O)c2nn(C(C)C)c(=O)c3ccccc23)c1	-2.5	-29.7	-1.7	8.9	-0.2	7.2	10.9	-17.9	-1.6
Cc1nn(C)cc1/C=N/NC(=O)c1sc2ccccc2c1Cl	-5.4	-23.9	0.6	11.4	-1.5	13.0	21.7	-37.1	4.5
CC1(C)CC(NS(=O)(=O)c2ccccc2)CC(C)(C)N1	-1.6	-24.9	-1.1	1.8	0.0	12.3	-1.8	1.5	2.4
O/N=C1\CCCc2oc3c(c21)CCCC3	-2.9	-10.3	-2.0	-2.9	0.2	7.3	-5.4	-3.4	-9.4
CCOC(=O)c1sc(-n2[nH]c(C)cc2=O)nc1C	0.1	21.5	2.9	6.9	-0.1	10.6	-3.4	-8.0	3.2
COc1ccccc1/C=C/C(=O)N1CCOCC1	-1.2	21.0	1.2	6.0	0.8	25.0	-13.8	-18.4	3.9
COc1ccccc1CCNC(=O)c1csc2c1CCCC2	0.4	14.5	-2.2	0.0	5.6	16.6	-0.1	4.8	-1.4
COc1ccccc1N(CC(=O)NC1CCCC1)C(=O)CCC(=O)Nc1cc(C)on1	-0.7	12.6	-1.0	13.3	0.8	8.1&2.6	3.1	6.0	5.2

These rows are one share of the data. The share of hits here may be higher or lower than overall.
